Assay outcomes as filed in PubChem.
rCAG RNA binder: r(CAG) repeat RNA binding; inhibition, % at 3 µM; hit rate 1.3% among 370,000; TO-PRO-1 dye displacement fluorescence; AID 651821;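 active = inhibition above the plate cutoff, the mean of all test compounds on that plate plus 3 SD, cut at about 35% in these data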;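 also: 0% = DMSO alone and 100% = 100 µM mitoxantrone as full dye displacement; higher means more dye released from RNA so lower well fluorescence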
sPLA2-III inh: Inhibits HGIII-sPLA2 liposome hydrolysis, primary screen. inhibition, % at 12.2 µM. Q9NZ20. QFRET BODIPY PC-A2 liposome hydrolysis, fluorescence. hit rate 0.56% among 370,000. AID 743126;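 active = inhibition above mean plus 3 SD of compounds lying within the high and low control bounds, cut at about 19% in these data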;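 also: 0% = median of test compound wells and 100% = no enzyme DMSO wells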
Target sequence (Q9NZ20 whole entry, looked up): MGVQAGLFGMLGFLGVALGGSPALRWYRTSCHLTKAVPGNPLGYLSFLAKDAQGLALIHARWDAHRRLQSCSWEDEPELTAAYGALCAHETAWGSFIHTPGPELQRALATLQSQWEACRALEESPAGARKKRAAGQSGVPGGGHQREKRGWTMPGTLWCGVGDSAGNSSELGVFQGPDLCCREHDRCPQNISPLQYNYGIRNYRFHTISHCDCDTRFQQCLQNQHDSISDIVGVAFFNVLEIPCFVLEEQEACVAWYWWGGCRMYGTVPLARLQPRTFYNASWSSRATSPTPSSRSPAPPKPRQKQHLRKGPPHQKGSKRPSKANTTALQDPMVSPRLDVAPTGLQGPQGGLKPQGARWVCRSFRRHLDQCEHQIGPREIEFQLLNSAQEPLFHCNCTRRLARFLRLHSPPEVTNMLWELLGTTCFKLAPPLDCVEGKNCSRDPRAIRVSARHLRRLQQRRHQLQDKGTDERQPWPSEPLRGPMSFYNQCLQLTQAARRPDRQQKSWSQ
NPR1 activator: GC-A (human) enzyme activation; activation, % at 10 µM; hit rate 0.14% among 370,000; AID 1671463; HEK293 GC-A cells, cGMP TR-FRET, EC30 ANP; 0% at EC30 ANP, 100% saturating ANP; P16066; in the data active = activation above about 40%
ASAP1 GAP inh: inhibitors of human ASAP1 ArfGAP activity. hit rate 0.19% among 360,000. Q9ULH1. inhibition, % at 16.5 µM. ASAP1-stimulated ARF1 GTP hydrolysis, GDP FP detection; in the data active = inhibition above about 25%;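 also: 0% = vehicle with enzyme and substrate and 100% = no enzyme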
ADAM10 inh: inhibits human ADAM10 | O14672 | recombinant ADAM10, EDANS/DABCYL FRET peptide cleavage, 3 h | inhibition, % at 7 µM | hit rate 0.62% among 370,000;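 active = inhibition above a per-campaign cutoff equal to the mean of compounds falling between control-based bounds plus 3 SD, cut at about 20% in these data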;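 also: 0% = DMSO wells while the 100% control is not disclosed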
Tn6 DDE FP: DD(E)-Tn6 binding inhibition, primary FP screen. P02675. Fibrin DD(E) TRITC-Tn6 fluorescence polarization displacement. inhibition, % at 8.3 µM. hit rate 0.21% among 370,000. AID 720509;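 active = inhibition above a per-campaign cutoff: mean of compounds within control limits plus 3 SD, cut at about 15% in these data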;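 also: 0% = median of all compound wells on the plate and 100% = blocking peptide control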
ARFGAP1 inhibitor: inhibits rat ARF GTPase activating protein 1; Q62848; Arfgap1-stimulated ARF1 GTP hydrolysis, GDP FP detection; inhibition, % at 16.5 µM; hit rate 0.26% among 360,000; AID 651572;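 active = inhibition above a per-plate limit, mean inhibition of low control wells plus 3 SD, cut at about 25% in these data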;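 also: 0% = DMSO wells with enzyme and 100% = wells lacking Arfgap1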
Target sequence (Q62848 1-136 limits assumed): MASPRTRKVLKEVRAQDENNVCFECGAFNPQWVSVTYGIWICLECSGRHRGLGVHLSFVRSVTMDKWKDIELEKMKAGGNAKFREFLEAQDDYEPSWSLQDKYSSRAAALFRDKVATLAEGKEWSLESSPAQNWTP
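system = rat Arfgap1 catalytic domain, aa 1-136 | technique = FP, GDP Alexa 633 tracer displaced from anti-GDP antibody, 620/688 nm | compound = one concentration, 16.5 µM, DMSO 1.26% | medium = HEPES-based buffer, pH 7.5 | timing = compound-enzyme preincubation 20 min, reaction 120 min, detection 60 min, 25 °C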
GC-B act: GC-B (human) receptor activation; HEK293-GC-B cells, CNP EC30, cGMP TR-FRET; 0% at EC30 CNP, 100% saturating CNP; activation, % at 10 µM; hit rate 0.11% among 370,000;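 active = activation at 10 µM reaching about 35% in either raw or pattern-adjusted values, limit read from the data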
proKLK7 act: activates the human kallikrein-7 zymogen; P49862; purified proKLK7, EDANS-DABCYL substrate fluorescence; 100% is mature enzyme control, 0% vehicle; activation, % at 7 µM; hit rate 0.9% among 370,000;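 active = activation above the mean of all tested compounds plus 3 SD, computed per campaign excluding outliers beyond control limits, cut at about 13% in these data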
Target sequence (P49862 whole entry, looked up): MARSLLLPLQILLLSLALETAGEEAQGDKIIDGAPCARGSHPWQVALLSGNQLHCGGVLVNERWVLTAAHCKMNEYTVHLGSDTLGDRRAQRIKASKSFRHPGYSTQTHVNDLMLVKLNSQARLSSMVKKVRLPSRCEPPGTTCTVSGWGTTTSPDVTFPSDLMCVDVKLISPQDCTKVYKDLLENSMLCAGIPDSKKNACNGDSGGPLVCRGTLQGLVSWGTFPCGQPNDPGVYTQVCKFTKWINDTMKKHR
FXN GAA850 act: activators of GAA850 frataxin (FXN) promoter; HEK293 lucGAA850 FXN promoter luciferase reporter, 24 h; percent of 10 µM SAHA response; activation, % at 6 µM; hit rate 0.56% among 360,000; AID 540364;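 active = activation above the average of all compounds screened plus 3 SD, cutoff fixed separately per campaign, cut at about 7.5% in these data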;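 also: 0% = DMSO wells and 100% = 10 µM SAHA wells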
The depositor's hits bear a star; i = inactive; · = not tested or not shown. No enrichment for hits; 4.5% or so of the library scored in one or more.

The line under a structure holds: rCAG RNA binder | sPLA2-III inh | NPR1 activator | ASAP1 GAP inh | ADAM10 inh | Tn6 DDE FP | ARFGAP1 inhibitor | GC-B act | proKLK7 act | FXN GAA850 act
Cc1ccc(C(C)NC(=O)Cc2cccs2)c(C)c1 (stereo not given)
  2 | 0 | -3 | 6 | 8 | 2 | 1 | 0 | -0.4 | 1.3
COc1ccc(Cl)cc1-n1c(C)cc(C(=O)O)c1C
  3 | 12 | 10 | -8 | -14 | -1 | -1 | 3 | 0.6 | -0.6
Cn1c(NCCCN2CCOCC2)nc2c1c(=O)n(Cc1ccc(Cl)cc1Cl)c(=O)n2C
  -5 | -4 | 6 | 0 | -5 | 12 | -4 | 11 | -0.3 | -4.0
COc1ccc(C2OCC3(O)C(c4ccc(OC)c(OC)c4)OCC23)cc1OC (stereo not given)
  1 | -1 | 1 | 9 | -8 | -7 | -4 | 10 | 0.5 | -0.3
COCCn1c(-c2cccs2)nc2nc3ccccc3nc21
  -3 | 8 | -3 | 0 | i | 8 | 9 | 1 | 38* | -0.2
Cc1oc(-c2cccc(Cl)c2)nc1CN1CCC(C(=O)NCc2cccnc2)CC1
  0 | -3 | -8 | -7 | 3 | -2 | -1 | -6 | 0.7 | 1.6
COc1ccc(NC(=O)C2CCN(c3cnccn3)CC2)cc1Cl
  -3 | -1 | -2 | -10 | -47 | 5 | -6 | -1 | -0.1 | 1.6
CCCc1nc(N2CCN(S(=O)(=O)c3ccc(Cl)cc3)CC2)c2c(C)c(C)sc2n1
  1 | 5 | -5 | -15 | -4 | 12 | -8 | -8 | 0.1 | -1.6
COc1ccccc1C(C)NC(=O)c1ccc(S(=O)(=O)NCc2ccco2)cc1 (stereo not given)
  1 | 6 | -1 | -13 | -2 | 2 | -2 | -1 | 0.1 | 1.6
CCOC(=O)c1c(NC(=O)CN(C)C2CCN(C)CC2)sc(C(=O)Nc2ccccc2)c1C
  7 | -10 | 2 | 3 | -4 | -4 | -3 | -9 | -1.0 | 4.6
C=CCn1c(SCC(=O)c2c(N)n(CCC)c(=O)n(C)c2=O)nnc1-c1ccncc1
  -4 | 9 | -1 | 4 | -12 | -15 | -3 | 0 | 0.2 | -0.5
CN(Cc1ccccc1)C(=O)C1CCN(S(=O)(=O)c2cc([N+](=O)[O-])ccc2Cl)CC1
  1 | 0 | -4 | 2 | 1 | -7 | 2 | -3 | -0.7 | 1.6
COCCNc1nc(NCc2cc(-c3ccc(OC)cc3)no2)c2sccc2n1
  -1 | -9 | 3 | -4 | -7 | -3 | 4 | 3 | 0.0 | -2.7
CN1CCN2c3ncccc3Cc3ccccc3C2C1 (stereo not given)
  0 | 3 | 2 | 8 | -9 | -9 | 7 | -8 | -0.1 | 0.6
Cc1ccc(C(c2nnnn2C2CCCC2)N2c3ccccc3CC2C)cc1 (stereo not given)
  0 | 4 | -11 | -8 | -10 | -1 | 11 | -7 | -0.1 | -0.9

Brought forward from above: 2 compounds; new compounds follow.
The line under a structure holds: rCAG RNA binder | sPLA2-III inh | NPR1 activator | ASAP1 GAP inh | ADAM10 inh | Tn6 DDE FP | ARFGAP1 inhibitor | GC-B act | proKLK7 act | FXN GAA850 act
CN1CCN2c3ncccc3Cc3ccccc3C2C1 (stereo not given)
  0 | 3 | 2 | 8 | -9 | -9 | 7 | -8 | -0.1 | 0.6
Cc1ccc(C(c2nnnn2C2CCCC2)N2c3ccccc3CC2C)cc1 (stereo not given)
  0 | 4 | -11 | -8 | -10 | -1 | 11 | -7 | -0.1 | -0.9
CC(=O)c1ccc(-c2cnc3c(NC=O)cc(-c4ccccc4Oc4ccccc4)cn23)cc1
  14 | -4 | -1 | 7 | -153 | -8 | 1 | 7 | -21 | -3.5
O=C(CCCC(=O)N1CCCC1)N1CCCC1
  -2 | 1 | -5 | -9 | -7 | -7 | 14 | 2 | -0.1 | 1.1
O=C(CNC(=S)N(Cc1ccccc1Cl)C1CCCC1)NCCCN1CCOCC1
  -1 | 0 | -5 | 2 | -3 | 3 | 12 | -2 | -0.3 | 0.3
COc1ccc(N(CC(=O)N2CCN(c3cc(C)ccc3C)CC2)S(=O)(=O)c2c(C)noc2C)cc1
  -1 | 3 | 0 | 2 | 0 | -5 | 14 | 2 | 0.5 | -1.1
CCCOc1ccc2[nH]cc(C(=O)O)c(=O)c2c1
  4 | -5 | -2 | -3 | -3 | 1 | 7 | -10 | -0.2 | -0.4
O=C(CCn1nnnc1CN1CCOCC1)N1CCC(c2ccccc2Cl)C1 (stereo not given)
  -3 | 0 | 5 | -6 | -6 | 0 | 0 | 7 | 0.1 | -0.9
OCCN1CCN(Cc2ccc3ccccc3c2)CC1
  1 | 3 | 1 | -6 | 8 | 1 | -5 | 6 | -0.6 | -2.8
CCSc1nnc(NC(=O)CSc2nc3c(c(=O)n2-c2ccccc2OC)SCC3)s1
  7 | -11 | 0 | -2 | 1 | -4 | -3 | -2 | 0.9 | -0.2
COc1ccc(NC(=O)c2cc(F)cc(F)c2)cc1S(=O)(=O)N1CCCCC1
  3 | -7 | 5 | 10 | 0 | 6 | -15 | 4 | 0.2 | 0.1
CCc1ccc(OCC(=O)N/N=C(\C)c2ccc(O)cc2O)cc1
  4 | -3 | 6 | 2 | 7 | -2 | 4 | -8 | -0.1 | -0.7
COc1ccc(NC(=O)c2cc(C)n(Cc3cccs3)c2C)cc1
  8 | -25 | 1 | 2 | -1 | -4 | -7 | 1 | -0.7 | 6.2
Cc1ccc(/C=N/c2sc3c(c2C(N)=O)CCCC3)o1
  -1 | -2 | -7 | -9 | -13 | -2 | 3 | -7 | 1.0 | -0.7
N#Cc1ccc(CN(Nc2ccccc2)c2ccccc2)cc1
  1 | 15 | -4 | 1 | 27* | 0 | -19 | -6 | 5.7 | -0.1
COc1cccc(-c2nnn(CC(=O)Nc3ccc(C)cc3C)n2)c1OC
  2 | 3 | -3 | 19 | 3 | -1 | 12 | -2 | -0.1 | 4.5
O=C(CN1CCN(c2ccccn2)CC1)N1c2ccccc2Sc2ccc(C(F)(F)F)cc21
  -1 | -1 | -8 | -2 | -1 | 4 | 5 | -8 | 0.5 | -0.4
Cc1c(C(=O)N(C)C)c2ccc(Cl)cc2n1O
  -4 | -3 | 1 | -4 | -2 | 2 | 0 | 4 | 0.6 | 1.9
O=C(NNc1cccc(Cl)n1)c1ccc(Cl)nc1
  -1 | 15 | 0 | 11 | -5 | -10 | 7 | 3 | 1.0 | 0.3
Cc1cc([N+](=O)[O-])c(C)cc1-c1ccc(/C=N/n2cnnc2)o1
  3 | -4 | -2 | 8 | 0 | -14 | 4 | 3 | 0.2 | -0.4
CCCCOCCCNC(=O)C[C@@H]1C(=O)N(Cc2ccc(OC)cc2)/C2=C/CCCCC[C@@]21C(=O)OCC
  -3 | -11 | -3 | · | 5 | 3 | · | -5 | 0.8 | ·
CCCCN(C(=O)c1ccc([N+](=O)[O-])s1)c1c(N)n(CC(C)C)c(=O)[nH]c1=O
  6 | 0 | 0 | 0 | -6 | -4 | -3 | -7 | 0.0 | -0.1
Cc1cc(C)c(S(=O)(=O)NC(CC(=O)O)c2cccc([N+](=O)[O-])c2)c(C)c1 (stereo not given)
  6 | 1 | 0 | 11 | -7 | 5 | 2 | -1 | 0.6 | 1.6
Clc1ccc(-n2nnc(-c3nccs3)n2)cc1Cl
  3 | 6 | 0 | -5 | 3 | -7 | -4 | -10 | 0.1 | 5.3
CCN(CC)CCC#CC(O)(c1ccccc1)c1ccccc1
  -2 | 10 | -2 | 0 | 4 | -4 | 5 | -4 | -3.2 | 0.9
CCOc1ccc(-n2ccnc2SCC(=O)N2CCCc3ccccc32)cc1
  -2 | 3 | -7 | -6 | 2 | -10 | 7 | -12 | -0.7 | 2.3
COc1ccc(OCc2nnc3n2N=C(c2ccccc2)C(CC(=O)O)S3)cc1 (stereo not given)
  17 | 6 | 10 | 15 | 9 | 0 | 5 | 9 | -0.6 | 1.9
COc1ccc(-c2ccc(CCC(=O)O)n2-c2cc(OC)ccc2OC)cc1
  12 | -1 | -5 | 6 | -19 | 7 | -3 | -6 | -0.1 | -1.3
FC(F)(F)c1cccc(-c2ccc(/C=N/Nc3nncc(-c4ccccc4)n3)o2)c1
  1 | -3 | -7 | 11 | 0 | -4 | 2 | -3 | 1.1 | 1.2
CC(=O)c1cc(-c2cnn(Cc3ccccc3)c2)c(=O)n2c1CCC2
  0 | 0 | 4 | · | 2 | -8 | · | -7 | -0.1 | ·
COC(=O)C(c1cc(OC)c(O)c(OC)c1)(N1CCNC(C)C1)C(F)(F)F (stereo not given)
  -5 | -4 | -2 | 12 | 4 | 6 | 19 | 1 | -0.3 | -1.8
c1ccc2c(c1)OCC(CNCC1COc3ccccc3O1)O2 (stereo not given)
  -6 | 6 | 4 | 2 | 5 | -3 | 2 | 0 | -0.7 | 0.8
COc1ccccc1-n1cnnc1SCC(=O)Nc1ccccc1
  -1 | 5 | -2 | 14 | 1 | -5 | -1 | 3 | 0.0 | 2.5
O=C(NCc1ccncc1)/C(=C/c1cccc([N+](=O)[O-])c1)NC(=O)c1ccccc1
  0 | 5 | -1 | 3 | 1 | 3 | 16 | -2 | -0.1 | -0.5
C=CCN1C(=O)[C@H](CC(=O)NCc2cccc3ccccc23)[C@@]2(C(=O)OCC)CCCC=C12
  4 | -3 | -3 | · | 1 | 5 | · | 3 | 0.3 | ·
Cc1cc(C)n(-c2cc(O)c(-n3nc(C)cc3C)cc2O)n1
  -3 | -4 | 2 | 6 | -56 | -6 | 13 | 0 | -0.8 | 1.0
CCOC(=O)c1c(C)[nH]c(C(=O)COC(=O)C2CC2)c1C
  -3 | -2 | 3 | 1 | 2 | -5 | -3 | 5 | -0.2 | 4.7
O=C1CCC(C(=O)OCc2c(Cl)cccc2Cl)N1 (stereo not given)
  -1 | -1 | 7 | 1 | 0 | 1 | -8 | 4 | 0.1 | 1.3
CNC(=O)/C(C#N)=C/c1cccc(Oc2ccccc2)c1
  0 | 3 | -26 | 5 | -8 | 4 | -2 | -14 | -0.3 | 0.1
CCn1c(=O)c([N+](=O)[O-])c(NCCN(C)C)c2ccccc21
  1 | 5 | 4 | -9 | 9 | -2 | -12 | 0 | 0.3 | -1.1
O=C(CSc1nc(O)c(C2CCCCC2)c(=O)[nH]1)N1CCOCC1
  -1 | 12 | -4 | 3 | -2 | -6 | 3 | 1 | -1.2 | 0.3
Cc1ccc(C(=O)NCCC(=O)N2CCC3(CC2)NCCc2[nH]cnc23)cc1
  0 | -2 | -2 | -8 | 4 | -5 | -4 | -2 | 0.3 | 2.5
Cn1nc(C(=O)OCC(=O)c2ccc[nH]2)c2ccccc2c1=O
  -3 | 0 | -1 | 3 | 4 | -12 | -1 | -1 | 0.6 | 0.7
